esBAF inh: Bmi1 luciferase reporter increase in mESCs, primary screen, esBAF inhibitor project, mouse ES cells, Bmi1 luciferase knock-in, single point; 24 h; 100% = twice the neutral-well signal; reporter increase, % at 12.5 µM; actives 2% (n = 350,000); AID 602393, 2012; in the data active means activation above about 40%; inconclusive means no clear call, values can overlap the other calls;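 further: 0% = median of the plate's neutral control wells and 100% = double that signal; a rise in the Bmi1 reporter signal indicates esBAF inhibition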
FN deposition inh: inhibitors of fibronectin matrix deposition, primary screen, AH1F cells, Alexa488-fibronectin fluorescence, plate reader; AH1F fibroblasts, overnight; inhibition, % at 12.6 µM; actives 0.086% (n = 350,000); AID 743247, 2014;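 active means mean inhibition across replicates of 30% or more, regardless of how many single replicates reach that level; inconclusive means mean under 30% yet at least half of replicates reach 30%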;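 further: positive control wells lacked labelled fibronectin entirely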
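Material: AH1F fibroblasts assembling fluorescent fibronectin matrix; amount: 10000 AH1F cells/well; medium: DMEM, 2% serum; reagent: Alexa488-fibronectin, 24 nM final in well; dosing: single compound dose, delivered by pin transfer; incubation: 1 h adhesion, overnight exposure; detection: fluorescence after three HBSS washes, excitation 485 nm, emission 525 nm; measure: fibronectin deposition inhibition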
RAD54 inh: inhibitors of human RAD54 branch migration, primary screen, biochemical, fluorescence, single point; DNA repair and recombination protein RAD54-like (Homo sapiens), Q92698; AID 602329, 2012; RAD54 Holliday junction branch migration, FAM/BHQ fluorescence; inhibition, % at 10.4 µM; actives 0.14% (n = 360,000);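 active means mean normalized replicate activity at least 40 and at least half of replicates scoring 40 or more; inconclusive means only one of the two criteria met; inactive means mean below 40 and under half of replicates reaching 40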;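 further: 0% = median of neutral control wells and 100% = median of positive control wells; inhibitors cause a drop in the FAM fluorescence signal; in these data hits start at about 50%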
Target sequence (Q92698 whole entry, looked up): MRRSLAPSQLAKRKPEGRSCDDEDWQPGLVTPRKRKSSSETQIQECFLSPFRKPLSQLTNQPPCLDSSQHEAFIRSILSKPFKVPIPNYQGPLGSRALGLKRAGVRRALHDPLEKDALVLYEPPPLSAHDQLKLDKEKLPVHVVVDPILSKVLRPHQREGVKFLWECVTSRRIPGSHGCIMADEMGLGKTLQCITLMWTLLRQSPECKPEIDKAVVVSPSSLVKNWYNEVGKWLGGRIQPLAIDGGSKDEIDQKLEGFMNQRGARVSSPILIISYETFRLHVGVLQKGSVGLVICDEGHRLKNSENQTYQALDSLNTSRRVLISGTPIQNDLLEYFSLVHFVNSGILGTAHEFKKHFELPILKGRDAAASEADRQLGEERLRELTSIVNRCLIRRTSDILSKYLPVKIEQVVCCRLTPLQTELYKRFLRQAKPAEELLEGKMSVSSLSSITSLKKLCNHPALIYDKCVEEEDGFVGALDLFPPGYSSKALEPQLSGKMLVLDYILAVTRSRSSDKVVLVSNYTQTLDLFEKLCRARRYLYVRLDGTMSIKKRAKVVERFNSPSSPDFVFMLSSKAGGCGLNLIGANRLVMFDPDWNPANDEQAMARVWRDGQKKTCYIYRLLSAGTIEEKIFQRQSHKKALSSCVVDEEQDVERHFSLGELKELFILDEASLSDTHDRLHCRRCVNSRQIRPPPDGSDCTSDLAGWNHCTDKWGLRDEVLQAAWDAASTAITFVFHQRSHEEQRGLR
* hit, by the source's call; ? = inconclusive. These rows are one share of the data (hit frequency here may not be typical).

cpd	molecule	esBAF inh	FN deposition inh	RAD54 inh
1	CC(=O)NS(=O)(=O)c1ccccc1	-3	-3	-7
2	CN(C(=S)NC(=O)C1(C)CC1(Cl)Cl)c1ccccc1 (centres undefined)	8	-7	0
3	CN1CCN(Cc2c(O)ccc3c(-c4ccccc4)cc(=O)oc23)CC1	3	-4	11
4	COc1ccc(CCn2c(C)cc(C(=O)CSc3nc(N)cc(=O)[nH]3)c2C)cc1	-3	-3	3
5	O=C(c1cn(-c2ccccc2)nc1-c1cccs1)N(CCO)Cc1ccccc1	-39	-1	3
6	Cc1nn(-c2ccccc2)c2c1C(c1ccco1)C(C#N)=C(N)O2 (centres undefined)	1	2	-8
7	Cc1cccc2cc3c(N)c(C#N)sc3nc12	-62	-18	71*
8	Cc1ccc(S(=O)(=O)NC(CC(=O)O)c2ccccc2)c(C)c1 (centres undefined)	-6	-6	3
9	CC1(C)NC(=O)N(CCOc2cccc(Cl)c2Cl)C1=O	-1	10	12
10	Cc1cc2ccccc2n2c(SCC(=O)NCc3cccs3)nnc12	0	-4	2
11	O=C(CSc1nccc(=O)[nH]1)N1CCCc2ccccc21	0	-5	-6
12	CC(=O)c1c(C)[nH]c(C(=O)OC2CCOC2=O)c1C (centres undefined)	1	-3	-16
13	O=C(O)CCN(CCC(=O)O)c1nnc(SCc2ccccc2)s1	-5	7	-8
14	Cc1ccc(NC(=O)C2CC(=O)N(c3ccc4c5c(cccc35)CC4)C2)cc1 (centres undefined)	-10	-12	-2
15	CC1(C)Cc2nc3n[nH]c(N)c3cc2CO1	-1	-3	-5
16	CCc1ccc(C(=O)NC(CC(C)C)C(=O)O)cc1 (centres undefined)	0	6	14
17	CN1CCN(CC(C)(C)NS(=O)(=O)c2ccc(Cl)cc2)CC1	-1	9	-1
18	O=C1CN(CC(=O)Nc2ccc(Cl)cc2)CCN1	-5	6	-6
19	CCCCOC(=O)Cn1c2ccc(OC)cc2c2nc3ccccc3nc21	-8	8	-13
20	O=C1c2[nH]nc(-c3ccccc3O)c2C(c2cccc(Cl)c2)N1Cc1ccco1 (centres undefined)	-3	-16	-1
21	O=C(Nc1ccc(Cl)cn1)C1CCCN1S(=O)(=O)c1cccc2ccccc12 (centres undefined)	5	4	1
22	CC(C)(C)NC(=O)CSc1ccc(C(C)(C)C)cc1	1	7	7
23	CCc1ccccc1NC(=O)CN(C)Cc1nc(N)nc(Nc2ccccc2C)n1	-4	-5	-3
24	COc1ccc(OC)c(Nc2nc(-c3sc(C)nc3C)cs2)c1	20	4	-1
25	Cn1nccc1C(=O)N1CCN(c2ccc(F)cc2)CC1	-1	-1	-8
26	CC(=O)Oc1cc2oc(=O)c3c(c2cc1Cl)CCC3	-5	0	1
27	Cc1ccc(N(CC(=O)N/N=C/c2ccc(OC3CSC3)cc2)S(=O)(=O)c2ccccc2)cc1	-2	7	11
28	Cc1ccnc(N2CCC(C(=O)Nc3ccc(Oc4ccccc4)cc3)CC2)n1	3	7	2
29	N#CC1=C(N)Oc2cc3ccccc3cc2C1c1cccs1 (centres undefined)	-9	10	-4
30	Cc1cc(=O)oc(C)c1C(=O)NCc1c(F)cc(F)cc1F	-6	2	-17

Some entries already given, reduced to FN deposition inh and RAD54 inh.
nr	Structure	FN deposition inh	RAD54 inh
11	O=C(CSc1nccc(=O)[nH]1)N1CCCc2ccccc21	-5	-6
12	CC(=O)c1c(C)[nH]c(C(=O)OC2CCOC2=O)c1C (centres undefined)	-3	-16
13	O=C(O)CCN(CCC(=O)O)c1nnc(SCc2ccccc2)s1	7	-8
14	Cc1ccc(NC(=O)C2CC(=O)N(c3ccc4c5c(cccc35)CC4)C2)cc1 (centres undefined)	-12	-2

(next part)
cpd	molecule	esBAF inh	FN deposition inh	RAD54 inh
31	O=C(N/C(=C\c1cccnc1)C(=O)N1CCOCC1)c1cccc(Br)c1	-6	8	-10
32	Cc1nn(C/C(C#N)=N\O)c(C)[n+]1N	-4	-3	-1
33	CCOc1ccccc1C1C(C(=O)OC)=CN(C)C=C1C(=O)OC	2	1	1
34	O=C(CSc1ncn(-c2ccccc2)n1)Nc1nc(-c2ccccc2)cs1	1	2	7
35	COc1cc(C(=O)NCC2CCCO2)ccc1OCc1c(C)noc1C (centres undefined)	-5	7	1
36	Cc1ccc(C)c(-n2nnnc2Sc2nnnn2-c2ccccc2)c1	-1	5	-10
37	O=C(COc1ccccc1)n1nc(-c2ccc(Cl)cc2)nc1NCc1ccco1	66*	-14	0
38	O=C(NCCOc1ccccc1)c1cc2ccccc2o1	13	-1	-4
39	O=C(NCCc1ccccc1)C1CCCN(S(=O)(=O)c2cccnc2)C1 (centres undefined)	-11	1	-7
40	CCn1c(CC(=O)Nc2ccc(C)cc2)nnc1SCC(=O)NCc1ccccc1	-1	-5	-16
41	COc1ccccc1C(CCN(Cc1cccs1)C(C)=O)c1ccco1 (centres undefined)	1	-3	3
42	CCOc1ccc(OCC)c(-c2c(=O)n(OCc3ccc(Cl)cc3)c3ccccc3[n+]2[O-])c1	-7	-2	5
43	CCN1C(=O)CC(N2CCN(c3ccc(OC)cc3)CC2)C1=O (centres undefined)	-7	-5	0
44	O=C(c1cccn2c(=O)c3cc(Br)ccc3nc12)N1CCN(c2ccccn2)CC1	-6	4	5
45	Cc1cc(C)n(C(=O)CSc2nc3ccccc3o2)n1	2	5	-4
46	Cc1nc2ccc(NC(=O)N3CCN(c4ccccn4)CC3)cc2s1	?	0	6
47	CCOC(=O)C(O)(CC(=O)c1ccc(OC)cc1)C(F)(F)F (centres undefined)	-3	1	2
48	O=c1ccnc(SCc2ccccc2Cl)[nH]1	-5	3	-6
49	Nc1ccc(C(O)(C(F)(F)F)C(F)(F)F)cc1	-12	-10	6
50	CCN(CC)C(=O)CSc1nnc([C@H](Cc2c[nH]c3ccccc23)NC(=O)OC(C)(C)C)o1	0	3	-12
51	COc1ccccc1-n1cnnc1SCC(=O)N1CCN(S(=O)(=O)c2ccccc2)CC1	3	-19	8
52	CCCOc1ccc(-c2nc(C#N)c(NCC3CCCO3)o2)cc1 (centres undefined)	11	-7	1
53	Cc1cccc(OCCNC(=O)c2cc(-n3cnnc3)ccc2Cl)c1	0	-6	4
54	Cc1ccccc1-n1c(SC(C)C(N)=O)nnc1-c1cccnc1 (centres undefined)	-2	-4	5
55	O=S(=O)(NCCOc1ccccc1)c1ccc2ccccc2c1	10	0	6
56	Cc1ccc(NC(=O)c2cc(NC(=O)c3ccco3)ccc2N2CCOCC2)cc1	0	7	7
57	CCN(CC)CCN1C(=O)c2ccccc2NC1c1cccc(F)c1 (centres undefined)	-8	1	-4
58	CCN(CC)S(=O)(=O)c1ccc2c(c1)c(=O)c(C(=O)N1CCN(c3ccccc3)CC1)cn2C	2	-8	-21
59	O=C(CC(Sc1ccccc1)c1cccs1)c1ccco1 (centres undefined)	7	-3	-4
60	CC(=O)c1c(C)[nH]c(C(=O)NCCc2cccc(C)c2)c1C	75*	1	3

New compounds follow:
cpd	molecule	esBAF inh	FN deposition inh	RAD54 inh
61	Cc1ccc(CNC(=O)C2CC(=O)OC23CCCC3)c(C)c1 (centres undefined)	-1	11	6
62	Cn1c(COc2nnc(-c3ccc(Cl)cc3)c3ccccc23)nc2ccccc21	-8	4	1
63	COc1cccc(N2CC(C(=O)OC(C)C(=O)c3ccccc3)CC2=O)c1 (centres undefined)	0	-6	10
64	COc1ccc(NC(=O)CSc2nnc(CNC(=O)c3ccco3)n2-c2ccccc2OC)cc1	-4	-4	-16
65	CCc1ccc(NC(=O)N(CCOC)C2CCN(C(C)=O)CC2)cc1	-5	0	-1
66	Cc1ccnc(NC(=O)Nc2cccc(F)c2)c1	-11	-12	1
67	Nc1c(C(=O)NCc2ccco2)nnn1Cc1ccccc1	8	30*	-3
68	COc1cccc(NC(=O)COC(=O)c2cccnc2)c1	-9	4	12
69	C=CCNC(=O)c1ccccc1NC(=O)c1ccccc1	-6	3	15
70	Cc1[nH]nc2c1C1(CCC(c3ccccc3)CC1)C(C#N)=C(N)O2 (centres undefined)	-10	4	0
71	O=C(O)c1ccc2c(c1)C(=O)N(Cc1ccccc1)C2=O	-2	14	-5
72	CN(C)S(=O)(=O)NC(c1ccccc1)c1ccccc1	2	-18	-9
73	Cc1occc1C(=O)NC(C)C1CCCO1 (centres undefined)	4	12	-6
74	COc1cc(NC(=O)c2cc(-c3cccs3)on2)cc(OC)c1OC	2	8	-1
75	Cc1ccc(C(=O)CSc2nnc(COc3cc(C)cc(C)c3)o2)cc1	-14	-13	-4
76	COc1cc([N+](=O)[O-])ccc1NC(=O)CCCOc1ccc(C)cc1	-8	-15	-5
77	CCc1nc(NCCc2ccccn2)c2nnn(Cc3ccccc3F)c2n1	3	3	-4
78	CCN(CC)S(=O)(=O)c1ccc(Oc2ccc(S(=O)(=O)N(CC)CC)cc2)cc1	-26	-4	-2
79	COc1cccc(Nc2nc(C)cc(C)c2C#N)c1	-2	-5	7
80	COc1ccc(C2=NO[C@@H]3C(=O)N(c4ccc(C)cc4C)C(=O)[C@H]23)cc1OC	-8	-5	2
81	CN1C(=O)CC(N2CCN(C(=O)CN3CCCC3)CC2)C1=O (centres undefined)	-2	-1	-6
82	Cc1nc(P(=O)(c2ccccc2)c2ccccc2)c(N2CCOCC2)o1	3	7	-2
83	COc1ccc(OC)c(S(=O)(=O)N2CCC(C(=O)NC(C)c3ccccc3)CC2)c1 (centres undefined)	-1	0	-4
84	O=C(Cn1cc(C(=O)C2CC2)c2ccccc21)NCc1ccc2c(c1)OCO2	1	8	4
85	COc1ccc(C2=NO[C@@H]3C(=O)N(c4ccc5c(c4)OCCO5)C(=O)[C@H]23)cc1OC	-44	-15	-7
86	Cn1c(SCCCC(=O)c2ccc(Br)cc2)nnc1-c1ccncc1	-3	-7	2
87	Cc1ccc(-c2nc3ncccn3c2Nc2ccc3c(c2)OCCO3)cc1	37	2	10
88	O=C(NCCN1CCOCC1)c1cc(-c2ccccc2)on1	19	7	-2
89	Cc1ccc(/C=C2\Sc3ccccc3C2=O)s1	27	-5	-1
90	Cc1cc(N2CCCCC2)nc(SCC(=O)c2ccccc2)n1	53*	6	-5

(continued)
cpd	molecule	esBAF inh	FN deposition inh	RAD54 inh
91	O=C1C(=O)N(CCN2CCOCC2)C(c2ccccn2)/C1=C(/O)c1ccc(Cl)cc1 (centres undefined)	6	4	-14
92	CCOC(=O)C1C(=O)CC(C)(O)C(C(=O)OCC)C1c1ccccc1OC (centres undefined)	3	-4	-3
93	Cc1nc2sccn2c1-c1csc(NCc2ccccc2)n1	12	0	6
94	O=C(O)CCCC(=O)Nc1cccc(-c2nc3ccccc3[nH]2)c1	-8	-11	-3
95	COC(=O)c1cnn(-c2ccc(C)c(C)c2)c1-n1cccc1	10	-5	-3
96	Cc1ccc(Cc2cncc(O)c2)cc1S(=O)(=O)O	5	4	-10
97	COc1cc2c(cc1OC)-c1cc(OCc3cccnc3)nc(=O)n1CC2	1	8	5
98	Nc1nnc(-c2ccc(F)cc2)s1	16	0	9
99	COc1ccc(OC)c(NC(=O)c2cc(-c3cc(Cl)ccc3O)n[nH]2)c1	-7	9	13
100	CN(C)c1ccc(C(=O)NCC2CCCO2)cc1 (centres undefined)	17	3	17
101	CCN(c1cccc(C)c1)c1nc2ccsc2c(=O)s1	-3	26	-4
102	Cc1cc(C)cc(N2C(=O)N(c3ccccc3C)C3CS(=O)(=O)CC32)c1 (centres undefined)	-8	11	-7
103	CN(C)S(=O)(=O)c1ccc(NC(=O)CN2CCN(C(c3ccccc3)c3ccccc3)CC2)cc1	0	9	-13
104	O=C(/C=C/c1c(Cl)cccc1Cl)NCCc1ccccc1	25	6	-2
105	CN(C)c1ccc(/C=N/NC(=S)NCc2ccccc2)cc1	29	-3	-10
106	O=C1CC(N2CCC(c3nc4ccccc4o3)CC2)C(=O)N1c1cc(Cl)cc(Cl)c1 (centres undefined)	-3	7	5
107	COc1ccc(C(=O)COC(=O)c2ccc(NC(=O)c3ccccc3)cc2)cc1	5	-6	4
108	CN1CCN(CC(=O)Nc2c(C(=O)C3CC3)oc3ccccc23)CC1	0	6	-1
109	O=C1C2CCCN2C(c2ccccc2F)N1c1ccc(Cl)cc1 (centres undefined)	4	0	-1
110	CCCN(CCC)S(=O)(=O)c1ccc(NC(=O)Cc2cccs2)cc1	-15	7	2
111	Cc1nc2cc(C(F)(F)F)ccc2n1C1CCN(C(=O)N2CCOCC2)CC1	-1	-3	2
112	O=C(Nc1nc2ccc(S(=O)(=O)N3CCCCC3)cc2s1)C1CCCO1 (centres undefined)	2	-3	8
113	c1ccc(Sc2ncnc3c2oc2ccccc23)nc1	15	-13	-12
114	CC1(C)Cc2nc3sc4c(=O)n(CC(=O)NCc5ccccc5)cnc4c3cc2CO1	12	3	-3
115	Cc1ccc(C)n1-c1ncn[nH]1	-9	-1	12
116	Cc1ccccc1OCC(=O)N/N=C/c1ccco1	13	-3	-10
117	CC(C)N1CC(C(=O)O)CC1=O (centres undefined)	4	1	0
118	CCCc1nc2sc3c(SCC(=O)NCc4ccco4)ncnc3c2c2c1CCC2	28	-1	-21

Assay outcomes from PubChem BioAssay.
